Assay outcomes (PubChem)
PP5 inh: PP5 phosphatase inhibitors, primary screen, biochemical, fluorescence | 320,000 tested, 0.18% active | inhibition, % at 6.7 µM | purified PP5c, OMFP substrate fluorescence | AID 1987, 2009;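 active means inhibition above the campaign's mean inhibition across all tested compounds plus 3 SD, cut at about 9.5% in these data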;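 further: 0% = DMSO only and 100% = 100 µM cantharidin control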
Target sequence (P53041 whole entry, looked up): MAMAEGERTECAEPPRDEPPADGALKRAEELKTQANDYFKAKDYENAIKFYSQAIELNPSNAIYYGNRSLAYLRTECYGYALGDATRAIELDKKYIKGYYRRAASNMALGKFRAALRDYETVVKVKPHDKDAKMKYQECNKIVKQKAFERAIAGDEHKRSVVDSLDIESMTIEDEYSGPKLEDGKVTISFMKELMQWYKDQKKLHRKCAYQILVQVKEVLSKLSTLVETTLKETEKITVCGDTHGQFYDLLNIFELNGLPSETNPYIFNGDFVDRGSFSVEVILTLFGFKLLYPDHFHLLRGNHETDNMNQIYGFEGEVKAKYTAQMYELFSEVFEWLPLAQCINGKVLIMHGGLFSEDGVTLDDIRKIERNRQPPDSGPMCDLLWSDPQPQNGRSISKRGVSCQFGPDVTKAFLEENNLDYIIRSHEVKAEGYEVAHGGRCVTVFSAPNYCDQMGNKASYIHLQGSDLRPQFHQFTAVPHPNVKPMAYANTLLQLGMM
core dimer inh: inhibitors of HCV core protein dimerization, primary screen, biochemical, TR-FRET, high-throughput | TR-FRET GST/Flag-core106 dimerization, 1536-well | 300,000 tested, 0.33% active | inhibition, % at 5 µM | AID 1899, 2009;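 active means inhibition above the mean of all tested compounds plus 3 SD, set per screening campaign, cut at about 45% in these data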
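System: GST-tagged and Flag-tagged HCV core protein residues 1-106 / Input: core106 proteins, GST 13.5 nM and Flag 17 nM / Buffer or medium: KF-containing HEPES buffer, pH 7.45, DTT, CHAPS, BSA / Probe or stimulus: Eu-anti-GST and XL665-anti-Flag labelled anti-tag antibodies / Schedule: 4 h, 22.5 °C incubation / Technique: TR-FRET 671 and 617 nm emission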
PP1 counter: PP1-alpha phosphatase inhibitors, primary screen, counter-screen for PP5 inhibitor project, biochemical, fluorescence, OMFP substrate, single point; Serine/threonine-protein phosphatase PP1-alpha catalytic subunit (Homo sapiens), P62136; inhibition, % at 6.7 µM; purified PP1alpha; 320,000 tested, 0.9% active;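 active means inhibition above the mean inhibition of all tested compounds plus 3 SD, computed separately for each screening campaign, cut at about 15% in these data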
Efflux pump inh: inhibitors of Candida efflux pumps in yeast, primary screen, S. cerevisiae, Nile Red, multiplex. inhibition, % at 10 µM. AID 485275, 2010. S. cerevisiae Candida pump triplex. 330,000 tested, 0.44% active;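 active means plate passing quality check with inhibition over a set limit, or well fluorescence over plate mean plus 4 SD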;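 further: Nile Red retained in pooled yeast measured as flow cytometry median fluorescence; 0% = buffer negative control and 100% = Enniatin B positive control; higher means more Nile Red kept so more efflux inhibition; some compounds called inactive have numbers as strong as hits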
LYPLA2 counter: LYPLA2 inhibitors, primary screen, counter-screen for PME1 inhibitor project, biochemical, fluorescence polarization, FP-Rh probe ABPP; inhibition, % at 5.9 µM; recombinant LYPLA2; 320,000 tested, 0.38% active; Acyl-protein thioesterase 2 (Homo sapiens), O95372;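 active means inhibition above the screen-wide mean plus 3 SD, limit set per campaign, cut at about 26% in these data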;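 further: 0% = LYPLA2 with DMSO and 100% = wells lacking LYPLA2 enzyme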
Target sequence (O95372 whole entry, looked up): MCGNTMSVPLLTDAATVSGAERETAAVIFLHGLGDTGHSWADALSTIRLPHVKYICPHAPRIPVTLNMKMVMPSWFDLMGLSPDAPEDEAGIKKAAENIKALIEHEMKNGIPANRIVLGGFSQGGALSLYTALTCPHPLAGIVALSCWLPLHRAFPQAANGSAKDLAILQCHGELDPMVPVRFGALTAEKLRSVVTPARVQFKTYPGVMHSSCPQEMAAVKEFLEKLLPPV
TPT1 inhibitor: Candida albicans TPT1 enzyme inhibitors, primary screen, biochemical, fluorescence polarization | tRNA 2'-phosphotransferase TPT1 (Candida albicans SC5314) | 300,000 tested, 0.81% active | AID 1962, 2009 | recombinant caTPT1, FP RNA substrate dephosphorylation | inhibition, % at 5 µM;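 active means inhibition above the mean of all tested compounds plus 3 SD, set per screening campaign, cut at about 24% in these data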;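 further: plate controls were DMSO alone for no effect and ferristatin control at 100 nM for full effect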
PREPL inhibitor: PREPL enzyme inhibitors, primary screen, biochemical, fluorescence polarization. AID 2751, 2010. recombinant PREPL, fluorescence polarization activity-based probe. inhibition, % at 5.96 µM. 320,000 tested, 0.68% active; in the data active means inhibition above about 43%;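 further: 0% = enzyme with DMSO and 100% = wells lacking enzyme; many of its hits are not listed in these tables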
CTSL1 counter: Fasciola hepatica cathepsin L1 inhibitors, primary screen, counter-screen for PFM18AAP inhibitor project, biochemical, QFRET, fluorogenic peptide substrate | 300,000 tested, 0.49% active | inhibition, % at 5.96 µM | AID 1906, 2009 | recombinant F. hepatica cathepsin L1, Z-Leu-Arg-MCA fluorescence;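 active means inhibition above the mean of all tested compounds plus 3 SD, set per screening campaign, cut at about 17% in these data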;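 further: 0% = plate median of test compound wells and 100% = 1 µM Z-Phe-Ala-diazomethylketone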
JMJD2C inh: inhibitors of GASC-1 histone demethylase, primary screen, biochemical, fluorescence, DELFIA europium | inhibition, % at 2.35 µM | 330,000 tested, 0.069% active | GST-JMJD2C(1-420) H3K9me3 demethylation | Lysine-specific demethylase 4C (Homo sapiens), Q9H3R0;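 active means more than half of a compound's replicate wells show inhibition beyond 50%, single wells judged on their own value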;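 further: signal counts dimethyl H3K9 product captured on neutravidin plate; 0% = median of DMSO wells and 100% = 0.3 times that DMSO median; strong numbers were not always called active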
* marks the source's active call; other numbers are inactive results; . = not tested or not shown.

SMILES	PP5 inh	core dimer inh	PP1 counter	Efflux pump inh	LYPLA2 counter	TPT1 inhibitor	PREPL inhibitor	CTSL1 counter	JMJD2C inh
Cc1cnc(C)c(N2CCN(C(=O)C3CCC(=O)N(CCc4cccc(F)c4)C3)CC2)n1 (configuration not stated)	-0.2	-3.5	-3.5	0.0	13.8	0.7	1.7	-0.9	9.1
Cc1ccc(C)c(S(=O)(=O)N(C)Cc2cccs2)c1	1.8	.	5.7	0.0	2.6	.	-4.3	.	10.4
COc1ccc(CN(C(=O)CNC(=O)c2ccco2)C(C(=O)NCC2CCCO2)c2ccc(OC)c(OC)c2)cc1 (configuration not stated)	1.6	6.7	2.0	0.1	2.4	0.8	4.8	0.9	2.7
CCOC(=O)c1cccc(OS(=O)(=O)Cc2ccccc2)c1	5.0	10.2	-3.0	0.0	3.5	-0.4	1.3	-2.9	9.5
Cn1c(SCC(=O)NCc2cccs2)nnc1-c1ccncc1	0.8	-10.2	-1.1	-0.2	3.0	0.4	-3.4	-1.4	-4.2
Cc1ccc(NC(=O)C(C)N2CCOCC2)c(C(=O)c2ccccc2)c1 (configuration not stated)	2.7	-4.1	-1.2	-0.1	5.7	-1.8	14.3	-0.3	8.0
O=C(NCCNc1ccc2ccccc2c1)c1cccn2c(=O)c3sccc3nc12	1.7	16.2	-1.9	0.0	-3.3	-3.3	50.7*	3.7	-3.3
O=C(CN1C(=O)CSC1=O)Nc1ccc(F)c(F)c1F	-0.2	-5.1	5.8	0.2	3.6	-0.1	-4.0	-2.2	5.3
CC1(C)C[C@@H](O)CC2(C1)C[C@]1(C)CC(O)[C@H]2C(C)(C)C1 (some centres not stated)	-2.3	3.1	-4.8	0.1	1.5	-1.7	-8.1	1.4	-0.7
O=C1CN(C(=O)c2cccc(S(=O)(=O)N3CCCC3)c2)c2ccccc2N1	2.2	-3.1	-1.6	0.0	0.5	-0.1	14.9	6.2	3.8
O=C(CCC(=O)N/N=C/c1ccc(Br)o1)N/N=C/c1ccc(Br)o1	1.8	4.7	-0.7	0.0	-0.3	2.1	7.7	-1.5	4.8
O=C1C=C(NC2CCCCC2)CCC1	-1.1	-7.0	-1.7	0.1	4.3	-1.8	4.9	2.8	.
Cc1ccccc1NC(=O)CSc1nc(N)c(C#N)cc1C#N	0.8	6.0	-1.5	-0.3	3.6	1.5	2.1	-1.0	65.7
O=C(CSc1nnnn1-c1ccccc1)Nc1ncc(Cc2cccc(Cl)c2Cl)s1	0.8	4.4	0.3	0.4	-4.4	1.5	8.4	4.3	-20.2
COc1ccccc1N1CCN(C(=O)N2CCOCC2)CC1	0.6	3.0	4.6	0.1	-0.6	0.3	-8.3	-1.4	-18.1
COC(=O)n1c(=O)oc2ccc(S(=O)(=O)N3CCCCC3)cc21	-0.1	-5.8	1.0	-0.1	-3.5	-2.2	-3.4	2.5	-0.9
Cc1sc(NC(=O)COc2cccc(-n3cnnn3)c2)c(C#N)c1C	2.1	-1.2	0.7	0.0	9.8	1.6	1.6	2.6	7.0
COc1cc(OC)c(C2CC(=O)N3CN(c4ccccc4)CSC3=C2C#N)cc1OC (configuration not stated)	-2.1	3.2	2.7	-0.1	-2.7	-3.5	8.1	0.9	-2.9
Cn1c(=O)[nH]c(=O)c2c1nc(N1CCOCC1)n2CC(O)COc1ccccc1 (configuration not stated)	-1.6	-4.3	-0.5	-0.1	3.2	-3.7	-2.1	-1.3	8.0
Cc1cc([N+](=O)[O-])ccc1NC(=O)Nc1ccccc1F	-1.5	1.5	-1.4	-0.4	4.7	-1.3	4.4	3.3	-6.2
O=C(CSc1nnc(-c2ccncc2)o1)NC1CCCCC1	1.3	9.2	-8.4	0.1	-9.9	-1.6	1.8	-5.5	-21.8
Cc1ccc(NC(=O)CN2C(=O)NC3(CCCC3)C2=O)nc1	0.1	4.0	-2.2	0.0	5.5	-2.9	1.3	-1.0	-8.7
CCOc1nc(NCCN2CCOCC2)nc(NC(C)C)n1	0.1	-2.8	-1.8	-0.1	5.2	-4.3	18.3	-1.8	-14.7
CN(C(=O)CSc1nc(C2CC2)nc2ccccc12)c1nc(-c2ccccc2)cs1	-5.4	1.3	-1.8	0.2	-3.4	0.7	6.4	-0.5	-5.5
C=CCNC(=O)CN1CCC(O)(c2ccc(F)cc2)CC1	0.8	3.6	-2.2	-0.1	4.4	-1.6	29.1	4.5	12.3
COc1cc(=O)n(C)c2c(O)cccc12	6.6	-9.8	11.6	0.5	2.7	-2.2	10.8	-2.6	6.5
COc1ccc(CN2CCn3ncc(C(=O)Nc4cccc(C)c4)c3C2=O)cc1	1.1	10.1	-0.7	0.0	-0.3	-0.6	-8.4	0.5	-2.1

In the list so far, two contain a furan ring, fused or not:
SMILES	PP5 inh	core dimer inh	PP1 counter	Efflux pump inh	LYPLA2 counter	TPT1 inhibitor	PREPL inhibitor	CTSL1 counter	JMJD2C inh
COc1ccc(CN(C(=O)CNC(=O)c2ccco2)C(C(=O)NCC2CCCO2)c2ccc(OC)c(OC)c2)cc1 (configuration not stated)	1.6	6.7	2.0	0.1	2.4	0.8	4.8	0.9	2.7
O=C(CCC(=O)N/N=C/c1ccc(Br)o1)N/N=C/c1ccc(Br)o1	1.8	4.7	-0.7	0.0	-0.3	2.1	7.7	-1.5	4.8

Entries of single compounds as entered above:
COc1ccc(CN(C(=O)CNC(=O)c2ccco2)C(C(=O)NCC2CCCO2)c2ccc(OC)c(OC)c2)cc1 (configuration not stated) is entered as PP5 inh: 1.6; core dimer inh: 6.7; PP1 counter: 2.0; Efflux pump inh: 0.1; LYPLA2 counter: 2.4; TPT1 inhibitor: 0.8; PREPL inhibitor: 4.8; CTSL1 counter: 0.9; JMJD2C inh: 2.7
CN(C(=O)CSc1nc(C2CC2)nc2ccccc12)c1nc(-c2ccccc2)cs1 is entered as PP5 inh: -5.4; core dimer inh: 1.3; PP1 counter: -1.8; Efflux pump inh: 0.2; LYPLA2 counter: -3.4; TPT1 inhibitor: 0.7; PREPL inhibitor: 6.4; CTSL1 counter: -0.5; JMJD2C inh: -5.5
C=CCNC(=O)CN1CCC(O)(c2ccc(F)cc2)CC1 is entered as PP5 inh: 0.8; core dimer inh: 3.6; PP1 counter: -2.2; Efflux pump inh: -0.1; LYPLA2 counter: 4.4; TPT1 inhibitor: -1.6; PREPL inhibitor: 29.1; CTSL1 counter: 4.5; JMJD2C inh: 12.3

Looked up above.
O=C(CSc1nnc(-c2ccncc2)o1)NC1CCCCC1 in PP1 counter: -8.4
COc1ccc(CN(C(=O)CNC(=O)c2ccco2)C(C(=O)NCC2CCCO2)c2ccc(OC)c(OC)c2)cc1 (configuration not stated) in PP1 counter: 2.0

These rows are one share of the data; rates above refer to the full screens.
